# TRPV1 agonist – HTS Assay for Compounds that Act as Agonists of the Vanilloid Receptor 1; Transient receptor potential cation channel subfamily V member 1 (Homo sapiens), Q8NER1; TRPV1-expressing cells, Fluo-8 calcium influx, agonist mode; actives 0.19% (n = 320,000); activation, % at 8.33 µM; in the data active means activation above about 80%; inconclusive means between about 30% and that limit; further: 0% is about no effect
#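 TRPV1-expressing cells were cultured overnight at 35.5C and loaded with Fluo-8 calcium dye for 40 to 90 min at room temperature. After a 10 s baseline, compound was added and calcium influx was read kinetically for 3 min (ex 480/em 520 nm).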
# B2AR arrestin – qHTS assay of beta-arrestin-biased ligands of beta2-adrenergic receptor. Beta-2 adrenergic receptor (Homo sapiens), P07550. beta-arrestin recruitment to beta2AR, cell-based reporter. actives 0.02% (n = 330,000). Potency, µM (titrated, usually from 46.1 µM), for the others: top-dose activation, usual class: activators;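 further: potency means the concentration at half of the fitted maximal effect; 0% = DMSO controls and full agonism = EC100 isoproterenol or metaproterenol; nearly all actives have a fitted effect of over 65% in size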
# Target sequence (P07550 whole entry, looked up): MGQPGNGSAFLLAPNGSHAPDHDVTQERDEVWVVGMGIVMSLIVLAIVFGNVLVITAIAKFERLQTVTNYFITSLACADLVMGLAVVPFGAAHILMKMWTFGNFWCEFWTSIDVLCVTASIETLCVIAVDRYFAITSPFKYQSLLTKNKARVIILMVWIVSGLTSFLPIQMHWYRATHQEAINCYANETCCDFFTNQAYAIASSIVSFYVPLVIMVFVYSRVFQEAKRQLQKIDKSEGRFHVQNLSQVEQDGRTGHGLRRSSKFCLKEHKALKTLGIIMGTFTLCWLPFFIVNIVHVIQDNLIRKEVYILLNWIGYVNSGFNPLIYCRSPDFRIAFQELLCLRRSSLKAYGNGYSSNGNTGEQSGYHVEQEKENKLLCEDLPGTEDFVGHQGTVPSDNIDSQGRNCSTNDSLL
# PKM2 act – qHTS Assay for Activators of Human Muscle isoform 2 Pyruvate Kinase; Pyruvate kinase PKM (Homo sapiens), P14618; purified PKM2, Kinase-Glo ATP luminescence, activation; response scale: 0% is enzyme alone, no compound; Potency, µM (highest dose often 57.5 µM), without a hit: at the top dose activation, hits mostly activators; actives 0.34% (n = 260,000); AID 1631, 2009; further: potency means the concentration at half of the fitted maximal effect; on the % scale 0 is the no-effect control and ±100 the full control effect; nearly all actives have a fitted effect of over 55% in size
# Target sequence (P14618 whole entry, looked up, canonical isoform): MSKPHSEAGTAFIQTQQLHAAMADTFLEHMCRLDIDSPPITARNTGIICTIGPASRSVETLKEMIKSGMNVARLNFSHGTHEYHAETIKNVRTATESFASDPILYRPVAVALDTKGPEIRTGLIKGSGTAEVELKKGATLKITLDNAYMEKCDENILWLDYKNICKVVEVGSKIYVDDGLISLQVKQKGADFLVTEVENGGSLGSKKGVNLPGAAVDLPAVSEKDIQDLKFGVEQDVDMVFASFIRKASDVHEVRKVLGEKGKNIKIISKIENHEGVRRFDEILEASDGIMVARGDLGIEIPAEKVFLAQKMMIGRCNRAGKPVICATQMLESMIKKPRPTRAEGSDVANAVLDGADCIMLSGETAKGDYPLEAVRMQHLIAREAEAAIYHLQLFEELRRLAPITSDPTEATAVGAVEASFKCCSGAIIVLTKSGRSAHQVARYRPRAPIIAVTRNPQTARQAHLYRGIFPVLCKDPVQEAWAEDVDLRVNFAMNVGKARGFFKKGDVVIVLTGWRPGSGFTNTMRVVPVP
#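 Kinase-Glo luminescence reports ATP generated from ADP (0.1 mM) and PEP (0.5 mM) by purified hPK-M2 after 1 h at room temperature, pH 7.2 imidazole buffer; intermediate enzyme activity allows detecting inhibitors and activators.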
# GALK inh – qHTS Assay for Inhibitors of Human Galactokinase (GALK) | P51570 | Purified GALK, Kinase-Glo residual ATP luminescence | Potency, µM (doses to about 57.5 µM), inactives show at the top dose activity change, negative = inhibition, usual class: inhibitors | actives 0.007% (n = 270,000); further: potency means the concentration at half of the fitted maximal effect; on the % scale 0 is the no-effect control and ±100 the full control effect
#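 ATP-depletion format; final 35 uM ATP, 100 uM D-galactose, 5 nM enzyme; pH 8.0 HEPES/Mg2+ buffer; 60 min RT; luminescence read 10 min after detection reagent.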
# Menin-MLL TR inh – qHTS Assay for Inhibitors Targeting the Menin-MLL Interaction in MLL Related Leukemias: Competition With Texas Red Labeled MLL-derived Mutant Peptide; O00255; actives 0.23% (n = 270,000); Menin + Texas Red MLL mutant peptide, fluorescence polarization; AID 1768, 2009; Potency, µM (top dose mostly 61.6 µM), without a hit: at the top dose FP activity change, negative = inhibition, most hits filed as inhibitors; active means well fitted inhibition curve with a large enough effect in the polarisation, with a control signal flat, not every such curve was filed as active; inconclusive means small, poorly fitted or top-dose-only effect, or effect the other way, or a change in a side signal; inactive means no such curve, though single readings can be large or run the other way; the % refers to the polarisation; further: potency means the concentration at half of the fitted maximal effect; % of control where 0% means no effect; many of its hits are not listed in these tables
# KCNH2 WT inh – qHTS for Inhibitors of KCHN2 3.1: Wildtype qHTS; U2OS, BacMam KCNH2, thallium flux FluxOr; stronger effect = lower value; Voltage-gated inwardly rectifying potassium channel KCNH2 (Homo sapiens), Q12809; activity change, % at 1.84 µM; AID 720551, 2013; actives 0.37% (n = 340,000);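 active means maximum activity change below -70%; inconclusive means maximum activity change between -70% and -50%; inactive means maximum activity change above -50%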; further: on the % scale 0 is the no-effect control and ±100 the full control effect
#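 U2OS cells transduced with wild-type KCNH2 virus are loaded with FluxOr dye for 45 min, and thallium flux is measured in kinetic reads before and after stimulation buffer. Rate constants are normalized to DMSO controls.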
# USP2a inh – qHTS Assay for Inhibitors of Ubiquitin-specific Protease USP2a Using CHOP2 as the Reporter; USP2 core, Ub-CHOP2 coupled fluorogenic reporter, 485/531; actives 0.01% (n = 330,000); Potency, µM (highest dose often 38.3 µM), for inactives: at the highest dose activity change, negative = inhibition, hits mostly inhibitors;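 further: potency means the concentration at half of the fitted maximal effect; plate controls were DMSO wells for no effect and full inhibition by NEM control for full effect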
#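 USP2 core (10nM final) preincubated 30min RT with compound in 20mM Tris-HCl pH 8.0, 2mM CaCl2, 2mM beta-mercaptoethanol, 0.05% CHAPS; 25nM Ub-CHOP2 plus 25nM reporter substrate added, fluorescence (Ex485/Em531) read after 60min.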
# Giardia killer – Small Molecules that selectively kill Giardia lamblia: qHTS. Giardia lamblia trophozoite viability. activity change, % at 7.66 µM, hits read low. actives 0.15% (n = 340,000). AID 540267, 2011; in the data active means activity change below about -80%; inconclusive means between about -30% and that limit;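 further: parasites exposed to compound for two days anaerobically before the ATP read; on the % scale 0 is the no-effect control and ±100 the full control effect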
#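 Trophozoites 100 cells/well + cpd; 48 hrs, 37 deg C, anaerobic. ATPLite 1-Step added, 15-30 min RT, luminescence read (ATP-based viability).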
# KCNH2 3.1 block – qHTS for Inhibitors of KCHN2 3.1: Mutant qHTS; actives 0.95% (n = 340,000); AID 720553, 2013; activity change, % (tested at about 1.8 µM); U2OS KCNH2 3.1, thallium flux FluxOr; stronger effect = lower value;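 active means maximum activity change below -70%; inconclusive means maximum activity change from -70% to -50%; inactive means maximum activity change above -50%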;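 further: thallium influx rate constant from kinetic fluorescence after stimulation buffer; on the % scale 0 is the no-effect control and ±100 the full control effect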
#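 We transduce U2OS cells with the mutant 3.1 virus, culture them overnight, load FluxOr with Red40 quencher for 45 min, then add stimulation buffer and read kinetically for 2 min to derive a normalized rate constant.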
# FBPA coupling cs – qHTS Assay for Inhibitors of Fructose-1,6-bisphosphate Aldolase from Giardia Lamblia: Coupling assay counterscreen; coupling enzyme system counterscreen, AmpLite Red fluorescence; actives 0.67% (n = 290,000); activity change, negative = inhibition, % at 58.2 µM, hits read low; AID 2472, 2010; in the data active means activity change below about -30%; further: on the % scale 0 is the no-effect control and ±100 the full control effect
#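 Counterscreen lacking aldolase: glyceraldehyde-3-phosphate coupling-enzyme reagent preincubated 10 min at RT with compound (at 57.5 uM final), then substrate/coupling system with AmpLite Red added; fluorescence read at 525/598 nm after 20 min RT.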
# MLL CXXC-DNA inh – qHTS Fluorescence Polarization Assay for Inhibitors of MLL CXXC domain - DNA interaction | Histone-lysine N-methyltransferase 2A (Homo sapiens), Q03164 | MLL-CXXC / FITC-HOXA9 DNA fluorescence polarization | Potency, µM (titrated, usually from 115 µM), without a hit: top-dose activity change, negative = inhibition, most hits filed as inhibitors | actives 0.037% (n = 290,000); active means well fitted inhibition curve with a large enough effect in the polarisation, with a control signal flat, not every such curve was filed as active; inconclusive means small, poorly fitted or top-dose-only effect, or effect the other way, or a change in a side signal; inactive means no such curve, though single readings can be large or run the other way; the % refers to the polarisation; further: potency means the concentration at half of the fitted maximal effect
#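 Fluorescence polarization: 7 uM MLL-CXXC (stock) preincubated 5 min with compounds, then 50 nM fluorescein-HOX-A9 DNA (stock) added; 30 min ambient. Buffer 50 mM Tris-HCl pH 7.5, 50 mM NaCl, 1 mM DTT, 0.05% BSA.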
# Active calls of the source: *; u = inconclusive; x = no result given; [ ] = another dose, or the depositor's remark. Unless noted, the call rests on the fitted dose curve; in most records, active means well fitted curve in the direction sought with a large enough effect; inconclusive means small, poorly fitted or top-dose-only effect, or another doubt; inactive means no such curve, though single readings can be large; an effect the other way counts as inactive or inconclusive. The list is partial (hit frequency here may not be typical).
SMILES,TRPV1 agonist,B2AR arrestin,PKM2 act,GALK inh,Menin-MLL TR inh,KCNH2 WT inh,USP2a inh,Giardia killer,KCNH2 3.1 block,FBPA coupling cs,MLL CXXC-DNA inh
Cc1ncc([N+](=O)[O-])n1CC(=O)NC(C)(C)C,-2,-1.2%,-14%,-2%,7%,-5,3%,-7,3,4,-1%
CSc1cccc(NC(=O)C2CCCN(c3ncnc4c3nc3n4CCCCC3)C2)c1 (stereo not given),u,-0.2%,x,-1%,4%,8,4%,5,-33,-1,0%
O=C(Nc1nc(N2C(=O)c3ccccc3C2=O)n(-c2ccccc2)n1)c1ccc(Cl)cc1,0,-0.4%,-2%,-6%,24%,13,4%,-4,2,3,7%
O=C(N/N=C/c1ccco1)c1cc(-c2cccs2)[nH]n1,-1,-0.5%,-18%,0%,-3%,-8,1%,-24,14,-6,-6%
Cc1ccc(C)c(C(=O)OCC(=O)N(C)c2ccccc2)c1,23,-0.5%,x,2%,u,-9,-5%,6,15,-1,10%
CCCCOCCCNCC(=O)Nc1ccc(S(N)(=O)=O)cc1,24,-0.1%,-1%,0%,-9%,-12,-5%,-1,-2,3,-13%
CN(C(=O)c1ccc(NC(=O)Cc2cccc(NC(=O)C3CCCN(C(=O)C4CC4)C3)c2)cc1)C1CCCC1 (stereo not given),0,-0.4%,x,x,x,-15,-1%,-3,25,x,x
Cc1ccc2oc(=O)cc(CN3CCC(C)CC3)c2c1,23,-0.7%,0%,3%,-16%,0,1%,9,5,3,11%
O=C1COc2ccc(C(=O)COC(=O)Cc3ccccc3F)cc2N1,11,0.3%,5%,5%,5%,-9,3%,12,-7,6,-6%
CNc1c(NS(=O)(=O)c2ccc3c(c2)CCCC3)c(=O)oc2ccccc12,-1,0.0%,0%,0%,u,2,3%,0,-10,1,0%
CCCCc1nc2cc(C(=O)N3CCC(OC)CC3)ccc2o1,15,-0.2%,x,8%,x,1,2%,-16,6,x,2%
O=C(C1CCN(Cc2cc(Cl)ccc2O)CC1)N1CCN(Cc2ccccc2)CC1,4,-1.1%,5%,5%,u,3,-2%,-7,0,-3,1%
Cc1ccc(NC(=O)CCc2c(C)nc3ncnn3c2C)cc1,0,-0.3%,-3%,3%,-16%,0,-1%,7,4,3,-18%
Cc1ccc(NC(=S)NCCN2CCOCC2)cc1,2,-3.4%,-7%,-2%,13%,-6,3%,8,-4,1,2%
O=C(CSc1nc2ccccc2n1CCc1ccccc1)N1CCOCC1,u,-0.8%,-5%,2%,-21%,2,0%,11,x,-1,-1%
Cn1nc(-c2ccccc2)c(C(=O)NC(C(=O)O)c2ccccc2)c1Cl (stereo not given),-2,-0.5%,-5%,2%,10%,9,0%,2,13,1,u
C[N+]1(C2CCC3CCC2C3O)CCCC1 (stereo not given),-3,-0.4%,-2%,x,5%,0,1%,-10,-11,2,0%
CCCCNC(=O)C1C2C=CC3(CN(Cc4ccccc4Cl)C(=O)C13)O2 (stereo not given),-3,0.0%,-1%,2%,-6%,-7,3%,1,5,5,-20%
O=C(Nc1ccc2oc(-c3ccncc3)nc2c1)c1ccccc1,7,0.0%,2%,1%,2%,2,-2%,5,24,0,1%
O=C(C1=C(O)C(=O)N(Cc2cccnc2)C1c1ccccn1)c1cccs1 (stereo not given),-1,-1.6%,-9%,0%,13%,-5,-2%,20,11,1,-19%
O=S(=O)(Cc1cc(Oc2ccccc2)nc(-c2ccccc2)n1)c1ccccc1,4,-0.7%,8%,0%,u,-1,3%,-25,-26,2,4%
Cc1cc(C)n(CC(=O)N/N=C/c2ccco2)n1,-1,0.4%,6%,0%,16%,15,2%,1,11,4,-5%
C=CCNC(=O)C12CCC(C)(C(=O)C1Br)C2(C)C (stereo not given),-5,-0.5%,-5%,0%,-8%,1,-1%,2,0,3,7%
Nc1nc2n(n1)C(=O)CC(c1ccccc1[N+](=O)[O-])N2 (stereo not given),1,0.1%,x,10%,-1%,2,1%,-3,-1,0,-3%
CCc1cc2c(=O)[nH]cnc2s1,x,0.0%,-5%,-3%,x,-5,1%,-15,2,-2,-2%
CCCn1c(=NC(=O)c2ccco2)c(C(=O)OCC)cc2c(=O)n3ccccc3nc21,-1,0.0%,-5%,1%,-1%,-1,-4%,0,7,3,-1%
CC(C)CCNC(=O)c1ccc(Cn2c(=S)[nH]c3ccccc3c2=O)cc1,-5,0.0%,x,x,21%,-9,-1%,5,-7,1,32%[activator]
O=C(N/N=C/c1cc([N+](=O)[O-])ccc1O)c1cccc(N2CCCC2=O)c1,0,-0.5%,-1%,5%,u,-14,-1%,48[activator],14,4,4%
COc1ccc(C)cc1S(=O)(=O)N1CCN(C(=O)c2ncoc2-c2cccc(F)c2)CC1,-1,0.0%,x,7%,1%,-4,0%,13,5,4,0%
CCOC(=O)c1c(/N=C/N(C)C)sc(/C=N/Nc2ccccc2)c1-c1ccccc1,-5,-0.2%,5%,-1%,u,1,0%,-7,13,-1,4%
O=c1cc(-c2ccccc2Cl)c2c([nH]1)CCC2,2,-0.6%,-1%,0%,18%,5,3%,-14,20,-18,8%
CNC(=O)N(O)C1N(c2ccccc2)C(=S)SC1(C)C (stereo not given),-1,-0.5%,15%,2%,12%,5,4%,8,-11,1,u
COc1cccc(-c2csc(NC(=O)C3CC3)n2)c1,11,-0.1%,-9%,0%,11%,0,-1%,3,3,-3,5%
Oc1ccc(Nc2nc(-c3cccnc3)cs2)cc1,-6,0.5%,u,4%,-5%,5,-1%,-28,4,-3,8%
O=C(CCS(=O)(=O)c1ccc(Br)cc1)NCCc1ccccc1,5,0.5%,x,x,12%,15,-1%,6,0,0,4%
CN(C)c1ccc(/C=C2\CCCCC2=O)cc1,u,-0.8%,-10%,0%,-11%,-8,2%,-3,-11,2,6%
Cc1c(N=Cc2nc3ccccc3n2C)c(=O)n(-c2ccccc2)n1C,x,14%,-13%,2%,x,1,-1%,7,0,1,-1%
COc1ccc(OC)c(CC(NC(C)=O)C(=O)NC2CCN(c3c(Cc4ccccc4)c(C)nc4ncnn34)CC2)c1 (stereo not given),-2,8.4%,0%,x,0%,1,2%,-15,13,0,11%
COc1ccccc1NC(=O)c1ccc(NC(=O)CSc2nncn2C)cc1,5,-0.5%,3%,0%,-2%,1,1%,0,-8,4,-8%
CC(C)N(C(=O)[C@H]1C[C@H](CC(=O)NCCN2CCOCC2)C(=O)N2CCc3c([nH]c4ccc(Cl)cc34)[C@]12C)C(C)C,x,-0.2%,x,x,x,-3,-6%,4,2,x,x
CP(=O)(Nc1cc(Cl)ccc1Cl)c1nc2c(s1)CCCC2 (stereo not given),7,-0.3%,11%,1%,x,2,0%,8,-1,-1,-13%
O=C(N/N=C/c1ccc[nH]1)c1ccc2c(c1)OCO2,u,0.0%,x,10%,3%,-3,0%,u,11,-4,-9%
COc1ccc(CNC(=O)C2C3C=CC4(CN(Cc5cccnc5)C(=O)C24)O3)cc1 (stereo not given),-3,-0.5%,4%,2%,7%,-13,2%,5,-5,2,-9%
COc1ccccc1C(=O)NCC(=O)N1CCN(S(=O)(=O)c2ccc3c(c2)OCCO3)CC1,1,0.3%,x,x,x,-1,3%,11,3,x,x
CCN(CC)c1ccc(/C=N/Nc2nc(C)cc(C)n2)c(O)c1,-3,-0.7%,20%,-5%,u,-1,-2%,-10,0,-8,-5%
Cc1cccc(N2C(=O)Cc3ccccc3C2=O)c1,1,-1.1%,x,-2%,u,-1,7%,12,0,-2,0%

# From PubChem BioAssay
